Screens deposited in PubChem BioAssay by Southern Research Specialized Biocontainment Screening Center.
Dengue-2 NS5 capping = Dengue-2 NS5 methyltransferase inhibitors, primary screen, biochemical, confirmation dose response (AID 588689); Genome polyprotein (Dengue virus type 2 (strain 16681-PDK53)); Dengue-2 NS5 methyltransferase capping enzyme assay, biochemical; higher % means a stronger effect; inhibition, % at 25 µM, or IC50 in µM where a hit was titrated; 340,000 tested, 0.3% active; in the data active = a potency from the dose series
Dengue-2 NS5 capping pilot replicate = second read-out of Dengue-2 NS5 capping, no call of its own (marks repeat the call); inhibition, %; measured here: pilot screen replicate inhibition
* marks the source's active call; other numbers are inactive results. Not all compounds are listed, so the mix of outcomes need not match the whole.

Sample of the layout:
SMILES	Dengue-2 NS5 capping	others
O=C(c1ccco1)N1CCN(Cc2cc(=O)c(OCc3ccc(F)cc3)co2)CC1	-8%
CCOC(=O)C1(Cc2ccccc2C)CCCN(C(=O)c2ccc(C(C)=O)s2)C1 (stereo unspecified)	2%

This part in full, repeating the preview:
SMILES	Dengue-2 NS5 capping	others
O=C(c1ccco1)N1CCN(Cc2cc(=O)c(OCc3ccc(F)cc3)co2)CC1	-8%
CCOC(=O)C1(Cc2ccccc2C)CCCN(C(=O)c2ccc(C(C)=O)s2)C1 (stereo unspecified)	2%
O=C(C[C@H]1C/C=C\C[C@H](NC(=O)OCC2c3ccccc3-c3ccccc32)C(=O)O[C@H](c2ccccc2)CNC1=O)N[C@H](CO)Cc1ccccc1	-6%
CC1CC(C)CN(S(=O)(=O)c2cc3c4c(c2)CCN4C(=O)CC3)C1 (stereo unspecified)	-4%
O=C(COC(=O)c1cc(S(=O)(=O)N2CCOCC2)ccc1Cl)NCc1ccco1	-11%
COc1ccc(/C=C/C(=O)OCC(=O)NC2CCCC2)cc1OC	7%
CCCn1c(SCC(=O)N2CCc3ccccc3C2)nc(O)cc1=O	3%
COC(=O)[C@H]1C[C@H]2[C@@H]3CC[C@H]4C[C@@H](OC)CC[C@]4(C)[C@H]3CC[C@]2(C)[C@@]2(CCCO2)O1	2%	Dengue-2 NS5 capping pilot replicate=0.9
Cc1ccc(CNC(=O)CC(NC(=O)c2ccccc2)c2ccccc2)cc1 (stereo unspecified)	-4%
O=C(COC(=O)C12CC3CC(CC(O)(C3)C1)C2)Nc1ccc(OC(F)F)cc1	-9%
CC1CCCC(NC(=O)c2ccc(F)c(S(=O)(=O)N3CCOCC3)c2)C1C (stereo unspecified)	0%
CC(C(=O)N1CCCCC1)N(C)CC(=O)Nc1ccc(F)c(F)c1F (stereo unspecified)	-5%
CS(=O)(=O)c1ccc(NC(=O)c2cc3c(cc2Cl)N2CCCCCC2=NS3(=O)=O)cc1	1%
NC(=O)c1nn(CC(=O)Nc2cccc(S(=O)(=O)N3CCCC3)c2)c(=O)c2ccccc12	-5%
CC1CCN(C(=O)COC(=O)/C=C/c2ccco2)CC1	-10%
COC(=O)C=CC(=NNc1ccccc1)c1ccccc1	0%
Cc1ccc(CN2CC[C@H]3C=CCc4cccc(c43)C2)cc1	7%
Cc1ccc(NC(=O)c2cccc(S(=O)(=O)N3CCCC3)c2)nc1	4%
O=C(NCc1ccccn1)C1CCN(S(=O)(=O)c2ccccc2C(F)(F)F)CC1	6%
Cc1cc(C)c(OCC(=O)OCC(=O)NCCC2=CCCCC2)c(C)c1	-3%
COc1cc(C(=O)NCC(c2cccs2)N2CCOCC2)ccc1OCc1ccccc1 (stereo unspecified)	5%
CCN(CC)CCCn1c2c(c(SCC(=O)Nc3nc4ccccc4s3)nc1=O)CCC2	-5%
Nc1nc(=O)n(C2CCCCO2)cc1Br (stereo unspecified)	-2%
CCn1cc(CN2CCCC(C(=O)Nc3cccc(-n4cccn4)c3)C2)cn1 (stereo unspecified)	1%
COc1cc(C(=O)COC(=O)c2cc([N+](=O)[O-])ccc2N2CCOCC2)ccc1OC(F)F	-1%
CN(Cc1ccc(C(C)(C)C)cc1)C(=O)C1CCN(C(=O)Nc2ccccc2)CC1	2%
CN1C(=O)C(=O)N(CC(=O)Nc2ccccc2OC(F)F)C1=O	10%
Cc1cnc(C(=O)OCC(=O)Nc2cccc3ccccc23)cn1	0%
COc1ccc([C@@H]2CC=C(C(=O)O)[C@H](c3ccc(Cl)cc3)N2S(=O)(=O)c2ccc(Cl)cc2)cc1	4%
CC1CCCC(NC(=O)Cn2cc(Br)ccc2=O)C1C (stereo unspecified)	0%
CC(=O)Nc1sc(C)c(C)c1C(=O)OCC(=O)Nc1ccccc1C(F)(F)F	2%
COc1ccc(C2=NOC(Cn3nc(C(=O)NCc4cccs4)cc3-c3ccccc3)C2)cc1 (stereo unspecified)	-9%
CCc1ccccc1Nc1nc(N)nc(COC(=O)CCS(=O)(=O)c2ccccc2)n1	-7%
CC(=O)Nc1nc2[nH]ccc2c(=O)[nH]1	1%
CCc1nc2ccc(C(=O)N(CC)CC(=O)Nc3c(F)cccc3F)cc2nc1CC	-13%
CC1CC(C)CN(S(=O)(=O)c2ccc(NC(=O)[C@@H]3CCCN3C(=O)c3cccs3)cc2)C1 (stereo partly specified)	1%
Oc1cccc2c(-c3nn[nH]n3)ccnc12	10%
Cc1noc(C)c1NC(=O)N(C)C[C@H]1Oc2ccc(NC(=O)Nc3ccccc3)cc2C(=O)N([C@H](C)CO)C[C@@H]1C	2%	Dengue-2 NS5 capping pilot replicate=-4.5
Cc1ccc(CN(C)C(=O)c2ccc(S(=O)(=O)N3CCCCCC3)cc2)o1	5%
COc1cccc(-c2sc3ccccc3c2-c2ccc(OCCN(C)C)cc2)c1	-1%
COc1ccc(CN(C)C(=O)Cn2cnc3c(OCc4ccccc4)ncnc32)cc1OC	4%	Dengue-2 NS5 capping pilot replicate=2.1
CN1CCN(C(=O)CCN2C(=O)/C(=C\c3ccc(F)cc3)SC2=S)CC1	-8%
CCC1(CC)NC(=S)NC1=S	0%
CC1(C)O[C@@H]2[C@H](O1)[C@@H](COS(=O)(=O)O)O[C@H]2n1c(=S)[nH]c2c(=O)[nH]c(N)nc21	1%
O=C(CCNC(=O)c1ccc(Cl)cc1)NC1CCCc2ccccc21 (stereo unspecified)	-3%
CCOc1ccccc1N1CCN(CC(=O)Nc2ccnn2C2CCCC2)CC1	-15%
COc1cccc(CC(=O)Nc2ccc(S(=O)(=O)N3CCOCC3)cc2)c1	0%
COc1cc(C(=O)NN2C(=O)NC3(CCC(C)CC3)C2=O)ccc1OC(F)F (stereo unspecified)	-2%
CC(=O)Nc1ccc(/C(N=Nc2ccccc2)=N/N=C(N)N)cc1	8%
O=C(CCNC(=O)c1ccc(Br)cc1)NCCCSc1ccccc1	4%
Following part:
SMILES	Dengue-2 NS5 capping	others
O=C1NCCN(CC2CCN(CCC3CCCC3)CC2)C1=O	-1%	Dengue-2 NS5 capping pilot replicate=1.8
CC12CCC(=O)N1C(C(=O)Nc1nnc(SCc3ccccc3)s1)CS2 (stereo unspecified)	-1%
Cc1ccc(CNCCCn2cnc3c(OCc4ccccc4)ncnc32)o1	-1%
Cc1ccc(C2=NN(C(=O)CSc3nnnn3C)C(c3ccco3)C2)cc1 (stereo unspecified)	-4%
O=C(CSC(=S)N1CCCC1)Nc1ccc(Br)cc1Cl	7%
Cc1cnc(C(=O)N(CC(C)C)c2c(N)n(CC(C)C)c(=O)[nH]c2=O)cn1	4%
COc1cc(OC)cc(C(=O)NC(C(=O)Nc2ccc3nc(C)sc3c2)C(C)C)c1 (stereo unspecified)	-2%
CCCCCCCCOC(=O)c1cc([N+](=O)[O-])c(Sc2ncnc3nc[nH]c23)c([N+](=O)[O-])c1	2%
C[C@H]1CN([C@@H](C)CO)C(=O)CCCn2nncc2CO[C@H]1CN(C)S(=O)(=O)c1cccs1	-4%
O=C(COC(=O)c1cc(Cl)cc(Cl)c1)NCc1ccco1	-4%
CC(Sc1nnc(C2CC2)n1C1CC1)C(=O)c1ccc(F)cc1 (stereo unspecified)	0%
COc1ccc(NC(=O)N(C)C[C@H]2Oc3ccc(NC(=O)CCN4CCOCC4)cc3C(=O)N([C@@H](C)CO)C[C@H]2C)cc1	3%
O=C1NC(Cc2ccccc2)c2nc3ccc(F)cc3c(=O)n2-c2cc3ccccc3cc21 (stereo unspecified)	-3%
COc1ccccc1OCC(=O)NNC(=O)CSC(=S)N1CCCC1	-4%
CCC(C)c1ccccc1N1CC(C(=O)NCCC2=CCCCC2)CC1=O (stereo unspecified)	-7%
COc1ccc(NC(=O)Nc2cccc3c2O[C@H](CN(C)S(=O)(=O)c2c(C)noc2C)[C@@H](C)CN([C@H](C)CO)C3=O)cc1	-47%	Dengue-2 NS5 capping pilot replicate=-25
O=C(COC(=O)c1ccc(O)cc1O)Nc1ccc2ccccc2c1	-7%
CC(C)CC1NC(=O)N(CC(=O)Nc2cccc(Br)c2)C1=O (stereo unspecified)	14%
Cc1ccc(S(=O)(=O)Nc2ccccc2N2CCCCC2)cc1	-1%
CC1CCCC(NC(=O)CN2C(=O)NC(C)(c3ccccc3)C2=O)C1C (stereo unspecified)	-12%

Not a retest: 5 of the compounds above.
SMILES	Dengue-2 NS5 capping	others
COc1ccccc1OCC(=O)NNC(=O)CSC(=S)N1CCCC1	-4%
CCC(C)c1ccccc1N1CC(C(=O)NCCC2=CCCCC2)CC1=O (stereo unspecified)	-7%
COc1ccc(NC(=O)Nc2cccc3c2O[C@H](CN(C)S(=O)(=O)c2c(C)noc2C)[C@@H](C)CN([C@H](C)CO)C3=O)cc1	-47%	Dengue-2 NS5 capping pilot replicate=-25
O=C(COC(=O)c1ccc(O)cc1O)Nc1ccc2ccccc2c1	-7%
CC(C)CC1NC(=O)N(CC(=O)Nc2cccc(Br)c2)C1=O (stereo unspecified)	14%

Next part
SMILES	Dengue-2 NS5 capping	others
O=C(NCCCOC(=O)c1ccccc1)c1ccccc1	-5%
CN(C)c1ccc(S(=O)(=O)NCC(=O)NCCOc2ccccc2F)cc1[N+](=O)[O-]	0%
C[C@H](CO)N1C[C@H](C)[C@@H](CN(C)C(=O)c2cccc(F)c2)Oc2cc(-c3cncnc3)ccc2S1(=O)=O	3%
O=S(=O)(NCC(c1ccc2c(c1)OCO2)N1CCOCC1)c1ccc(Br)cc1 (stereo unspecified)	-4%
C/C(=N/NC(=O)c1ccc(C(C)(C)C)cc1)c1ccccn1	4%
Cc1cc(NC(=O)CN2C(=O)NC(C)(CC(C)C)C2=O)no1 (stereo unspecified)	-7%
N#Cc1ccccc1OCC(=O)NCC(c1ccc(F)cc1)N1CCOCC1 (stereo unspecified)	-2%
CN1CCN(S(=O)(=O)c2ccc(C(=O)NC3CCCCC3)cc2)CC1	-6%
Cn1c(=O)c2[nH]c(CCCCCCCCc3nc4ccccc4[nH]3)nc2n(C)c1=O	1%
C[C@H]1CN([C@@H](C)CO)C(=O)CCCn2cc(nn2)CO[C@@H]1CN(C)C(=O)Nc1ccccc1C(F)(F)F	-2%
O=C(c1ccc(N2CCCC2=O)cc1)N1CCN(c2ccccc2Cl)CC1	-6%
CCOc1ccc(OCCC(=O)OCC(=O)NNC(=O)c2ccccc2)cc1	-10%
CCCCn1c(N)c(N(CC(C)C)C(=O)Cn2c(=O)oc3ccccc32)c(=O)[nH]c1=O	4%
O=C(CCCNC(=O)c1ccc(Cl)cc1)Nc1ccc(F)c(S(=O)(=O)N2CCOCC2)c1	-5%
Cc1cccc(C(=O)NCC(=O)N2CCN(S(=O)(=O)c3ccccc3)CC2)c1	2%
Cc1ccc(S(=O)(=O)Nc2ccccc2-c2nc3ccccc3[nH]c2=O)cc1	8%
CCOc1c(Cl)cc(/C=C/C(=O)N(CC)CC(=O)Nc2ccc(NC(C)=O)cc2)cc1OC	-7%
CCCNC(=O)CSc1nnc(NC(=O)C2CC(=O)N(c3ccccc3OC)C2)s1 (stereo unspecified)	-2%
COc1ccc(CC(=O)NCCS(=O)(=O)N2CCN(c3ccccc3OC)CC2)cc1	-4%
C=CCC[C@@H](Cc1ccc(F)cc1)C(=O)OCCNC(=O)[C@H](CC=C)CC(=O)NCCO	-9%	Dengue-2 NS5 capping pilot replicate=-5.2

A draw from above in order of formula weight, highest first.
SMILES	Dengue-2 NS5 capping	others
Cc1noc(C)c1NC(=O)N(C)C[C@H]1Oc2ccc(NC(=O)Nc3ccccc3)cc2C(=O)N([C@H](C)CO)C[C@@H]1C	2%	Dengue-2 NS5 capping pilot replicate=-4.5
CCCNC(=O)CSc1nnc(NC(=O)C2CC(=O)N(c3ccccc3OC)C2)s1 (stereo unspecified)	-2%
O=C(NCc1ccccn1)C1CCN(S(=O)(=O)c2ccccc2C(F)(F)F)CC1	6%
CCC(C)c1ccccc1N1CC(C(=O)NCCC2=CCCCC2)CC1=O (stereo unspecified)	-7%

Carrying on:
SMILES	Dengue-2 NS5 capping	others
CC1(C)Cc2cccc(OCC(=O)Nc3ccccc3F)c2O1	-3%
O=C(COC(=O)/C=C/c1ccc(OC(F)F)cc1)NC(=O)NC1CCCCC1	-7%
Cc1ccc(C(=O)NCC(=O)N(C)Cc2cccc(F)c2)s1	0%
O=C(Cc1ccc(S(=O)(=O)N2CCOCC2)s1)N1CCN(S(=O)(=O)c2cccc([N+](=O)[O-])c2)CC1	-4%
Cc1cc(-n2c(C)cc(C(=O)COc3ccc(F)c(F)c3)c2C)no1	-2%
COc1cccc(CC(=O)OC(C)C(=O)Nc2ccc(N3CCOCC3)cc2)c1 (stereo unspecified)	-6%
Cc1ccc2c(c1)NC(=O)[C@@]1(C)[C@@H](c3ccccc3)[C@H]3COc4ccc(Cl)cc4[C@@H]3N1C2=O	-1%
CC1C(=O)Nc2ccc(S(=O)(=O)N3CCCCCC3)cc21 (stereo unspecified)	-1%
O=C(NCc1nnnn1-c1ccc(F)cc1)c1ccc([N+](=O)[O-])o1	5%
CCc1sc(C(=O)Nc2ccc3c(c2)OCO3)cc1C	2%
Cc1ccc(NC(=O)COC(=O)CCn2c(C)csc2=O)cc1S(=O)(=O)N1CCOCC1	-4%
O=C(COC(=O)c1cc(S(=O)(=O)N2CCCCC2)ccc1N1CCOCC1)c1ccc(Cl)cc1	-7%
CN(CC(=O)Nc1c(Cl)cccc1Cl)C(=O)C1CSC2(C)CCC(=O)N12 (stereo unspecified)	3%
COc1cc(OC)cc(C(=O)NCC(=O)OCC(=O)NCc2ccco2)c1	-3%
Cc1cccc(OCC(=O)N(Cc2ccco2)c2c(N)n(Cc3ccccc3)c(=O)[nH]c2=O)c1	-6%
COc1ccc(C#Cc2c(-c3ccccc3)n(-c3ccccc3)c3ccc(CO)cc23)cc1	0%
CCOc1ccc(-n2ccnc(SCC(=O)Nc3cccc(OC)c3)c2=O)cc1	12%
Cc1cccn2c(=O)nc(SCC(=O)N3CCC(Cc4ccccc4)CC3)nc12	1%
Cc1ccc(C(=O)NNC(=O)c2ccc(Br)s2)cc1S(=O)(=O)N1CCOCC1	-7%
CN(C)CCNC(=O)C(=O)NCC1OCCN1S(=O)(=O)c1ccc(F)cc1 (stereo unspecified)	5%
